N370S GC mod = N370S glucocerebrosidase modulation, Gaucher chaperone candidate. P04062. N370S GC spleen homogenate, 4MU-glucoside fluorescence. Potency, µM (titrated, usually from 59.4 µM), inactives show at the top dose activity change, negative = inhibition, hits mostly inhibitors. 330,000 tested, 0.092% active. AID 2101;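 note: 0% = full enzyme activity and -100% = no enzyme basal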
FEN1 inhibitor = human FEN1 inhibition. P39748. Potency, µM (series often up to 114 µM), for inactives: at the highest dose activity change, negative = inhibition, most hits filed as inhibitors. 390,000 tested, 0.35% active. Recombinant FEN1 flap cleavage, fluorescence, 15 min. AID 588795; note: nearly all actives have a fitted effect of over 65% in size
Target sequence (P39748 whole entry, looked up): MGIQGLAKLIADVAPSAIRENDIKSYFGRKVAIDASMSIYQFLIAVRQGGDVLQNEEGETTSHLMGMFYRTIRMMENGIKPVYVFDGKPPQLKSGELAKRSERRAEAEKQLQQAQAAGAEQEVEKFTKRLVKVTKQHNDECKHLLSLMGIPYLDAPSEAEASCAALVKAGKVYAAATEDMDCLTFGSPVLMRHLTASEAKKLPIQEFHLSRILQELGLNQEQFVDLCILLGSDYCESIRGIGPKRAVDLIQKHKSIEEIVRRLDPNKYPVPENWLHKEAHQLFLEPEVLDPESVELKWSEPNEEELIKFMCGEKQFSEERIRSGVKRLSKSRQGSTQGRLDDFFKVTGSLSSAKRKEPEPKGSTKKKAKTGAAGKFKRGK
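Recombinant FEN1 (10 nM) was preincubated with pin-transferred compounds for 15 min at room temperature, then flap DNA substrate (50 nM final) was added. Plates were read at 0 and 15 min, and normalized concentration–response data were fitted to a four-parameter Hill equation.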
TDP1 inh = TDP1 (human) enzyme inhibition. recombinant TDP1, AlphaScreen DNA substrate cleavage. Q9NUW8. 350,000 tested, 0.28% active. Potency, µM (top dose mostly 130 µM), inactives show top-dose activity change, negative = inhibition, hits mostly inhibitors. AID 485290; note: nearly all actives have a fitted effect of over 40% in size
Target sequence (Q9NUW8 whole entry, looked up): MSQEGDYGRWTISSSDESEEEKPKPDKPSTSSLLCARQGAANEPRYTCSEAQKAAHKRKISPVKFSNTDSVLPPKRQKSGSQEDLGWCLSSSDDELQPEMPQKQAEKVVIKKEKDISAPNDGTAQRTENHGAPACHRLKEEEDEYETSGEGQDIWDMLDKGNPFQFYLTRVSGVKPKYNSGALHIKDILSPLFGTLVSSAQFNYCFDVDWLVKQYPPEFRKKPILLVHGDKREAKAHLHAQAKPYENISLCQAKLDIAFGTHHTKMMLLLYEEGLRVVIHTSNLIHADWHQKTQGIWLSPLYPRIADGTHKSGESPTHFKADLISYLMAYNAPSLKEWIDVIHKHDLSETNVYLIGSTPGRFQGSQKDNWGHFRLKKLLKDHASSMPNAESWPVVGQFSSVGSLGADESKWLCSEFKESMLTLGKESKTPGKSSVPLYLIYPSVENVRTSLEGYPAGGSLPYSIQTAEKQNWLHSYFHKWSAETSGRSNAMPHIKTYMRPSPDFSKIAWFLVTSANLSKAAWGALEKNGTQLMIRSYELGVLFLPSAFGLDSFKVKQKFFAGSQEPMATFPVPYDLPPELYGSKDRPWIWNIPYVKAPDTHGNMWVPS
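Recombinant human Tdp1 (E. coli-expressed, 1 nM final) preincubated with compounds 15 min at room temperature, then 5'-biotin/3'-phosphotyrosine-FITC DNA substrate (15 nM final) added for 5 min. AlphaScreen beads (10 ug/ml final) added 10 min; cleavage lowers signal.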
* hit, by the source's call; u = inconclusive; x = no result given; & = joins results of further samples; [ ] = remark or other dose. Calls come from the whole dose curve; as a rule, active = well fitted curve in the direction sought with a large enough effect; inconclusive = small, poorly fitted or top-dose-only effect, or another doubt; inactive = no such curve, though single readings can be large; an effect the other way counts as inactive or inconclusive. Unless noted, % is set by controls: 0 for no effect and ±100 for the full control effect; potency is the fitted concentration of half-maximal effect. Rows are unselected, and some 0.57% of all compounds hit somewhere here.

mol,N370S GC mod,FEN1 inhibitor,TDP1 inh
O=C(NCc1ccc2c(c1)OCO2)C(=O)Nc1ccccc1,-2.9%,9.0%,-1.2%
O=C1C=C(c2ccc3c(c2)OCO3)C[C@@H](c2ccc(Cl)cc2)C1,x,8.8%,-0.2%
COC(=O)c1c(C)oc(C)c1S(=O)(=O)Nc1ccccc1,-7.3%,19.0%,-7.7%
O=C(CSc1ncn[nH]1)Nc1ccc(Cl)c(S(=O)(=O)N2CCOCC2)c1,2.5%,19.6%,2.3%
CCCCC(CC)CNC(=O)C(=O)c1ccccc1NC(C)=O (configuration not stated),6.3%,4.7%,5.4%
Cc1csc(SCC(=O)Nc2ccc3c(c2)OCCO3)n1,12.7%,5.0%,-2.7%
CCC(c1nnc(SCC(=O)Nc2ccc(C(=O)N(C)C)cc2)n1Cc1ccccc1)N(C)C (configuration not stated),-5.6%,3.1%,3.6%
O=C1N[C@@H](Cc2ccccc2)COC(=O)[C@H](Cc2ccc(F)cc2)CC/C=C/C[C@@H]1CC(=O)N(CCO)Cc1ccccc1,x,-13.8%,0.8%
Cc1cccc(N2C(=O)C(CC(=O)Nc3ccc(F)cc3)N(C3CCCC3)C2=O)c1 (configuration not stated),x,3.4%,0.0%
COc1cc2c(cc1OC)C(C)N(C(=O)c1cc3c(=O)oc4ccc(C)cc4c3s1)CC2 (configuration not stated),8.3%,4.6%,0.0%
Cn1c(CNC(=O)CSc2n[nH]c(-c3ccccc3Cl)n2)nc2ccccc21,x,-4.6%,2.7%
Cc1ccc(CNC(=O)CC(C)S(=O)(=O)c2ccc3c(c2)NC(=O)CS3)o1 (configuration not stated),-7.4%,3.7%,0.2%
CN(C)c1cccc(C(=O)NNC(=O)C23CC4CC(CC(C4)C2)C3)c1,x,8.1%,3.5%
CC(=O)Nc1cccc(C(=O)N2CCN(S(=O)(=O)Cc3ccccc3)CC2)c1,x,-1.5%,1.7%
CC(=O)N1CCc2cc(S(=O)(=O)NCC(=O)NCc3ccc(Cl)cc3)ccc21,-3.9%,-1.9%,1.9%
CC(=O)c1ccc(N2CCN(S(=O)(=O)c3ccc(-c4cc(C)no4)s3)CC2)cc1,-1.2%,-6.2%&-3.6%,-0.3%&5.3%
Cc1nn(C(=O)c2cccc([N+](=O)[O-])c2C)c(C)c1S(=O)(=O)N1CCCCCC1,x,-0.2%,4.1%
COC(=O)c1c([N+](=O)[O-])c(OC)c(OC)c(OC)c1[N+](=O)[O-],0.0%,-18.6%,5.3%
CCOCCCNC(=O)/C(C#N)=C/c1ccc(Cl)c([N+](=O)[O-])c1,10.2%,-3.1%,-2.7%
O=C(NCC(c1ccco1)N1CCCCC1)c1cnc(Cl)c(Cl)c1 (configuration not stated),x,0.5%,-0.5%
Cc1cc2oc(=O)cc(C)c2c2occ(-c3ccc(Cl)cc3)c12,x,-1.9%,4.9%
Nc1nc(-c2nonc2N)no1,-5.7%,-5.3%,1.8%
CC(C)(O)C#Cc1ccc(C(=O)N2CCN(c3ccc(Cl)cc3)CC2)cc1,-25.3%,-0.7%,0.0%
O=C(CCCn1c(=S)[nH]c2cc3c(cc2c1=O)OCO3)N1CCc2ccccc2C1,7.0%,1.5%,-3.1%
Cc1ccsc1C(=O)OCC(=O)NCCC1=CCCCC1,-5.8%,-1.9%,-5.6%

Going on with the list:
mol,N370S GC mod,FEN1 inhibitor,TDP1 inh
COc1ccc(C(=O)NC2CC3CCCC(C2)N3Cc2ccccc2)c(OC)c1 (configuration not stated),-8.3%,4.8%,-0.2%
COc1ccc(NS(=O)(=O)c2cccc(C(=O)N3CCN(Cc4ccc5c(c4)OCO5)CC3)c2)cc1,0.7%,2.8%,2.5%
Cn1c(=O)c2c(nc(SCCN3CCOCC3)n2Cc2cccc3ccccc23)n(C)c1=O,-7.4%,-12.5%,5.9%
C=CCn1c(=NC(=O)CN2C(=O)CCC2=O)sc2cccc(OC)c21,6.4%,18.0%,6.5%
Brc1c(CSc2nc3ccccc3s2)nc2ncccn12,-1.6%,2.3%,1.4%
COc1ccc(NC(=O)CCSc2ccc(C)cc2)cc1,4.2%,-0.1%,0.0%
CC1=C(C(=O)Nc2ccccc2C)C2(CCCC2)C(C(N)=O)C(=O)N1 (configuration not stated),-8.0%,4.3%,8.7%
Cc1ccc2nc(CSc3nnc(-c4ccncc4)n3C)cc(=O)n2c1,0.4%,5.1%,1.2%
CCOC(=O)Cc1cc(=O)n2[nH]c(C)c(-c3ccc(Cl)cc3)c2n1,0.6%,0.5%,12.4%
CCOC(=O)Cn1c(=O)c2c(nc(Br)n2Cc2ccccc2)n(C)c1=O,-2.5%,x,2.1%
CCC1CCCCN1C(=O)CSc1nnc(CNC(=O)COc2ccc(Cl)cc2)o1 (configuration not stated),0.0%,3.8%,0.0%
N#Cc1ccc(NC(=O)c2sc3cc(C(F)(F)F)cnc3c2-c2cccs2)cc1,19.8%,-17.9%,-0.7%
N#Cc1c(NC(=O)c2ccccc2)sc2c1CCCCC2,-10.4%,-1.5%,-7.5%
CN1C(=O)/C(=C/c2ccc(O)c([N+](=O)[O-])c2)N(C)C1=S,14.9%,-3.0%,2.4%
COc1cc(NC(=O)N[C@H](C(=O)O)C(C)C)cc(OC)c1,0.1%,-10.5%,2.1%
CCOc1ccc(CC(=NCCO)C2=C(O)CC(C)(C)CC2=O)cc1OCC,-8.7%,4.8%,-1.4%
COc1cccc(/C=N/n2c(N)nc3ccccc32)c1OC,6.6%,-17.9%,4.5%
CCOC(=O)c1ccc(N2C(=O)[C@@H](c3ccccc3)[C@H]2c2ccccc2)cc1,x,0.5%,0.3%
CS(=O)(=O)c1ccc(NCCc2ccc(S(N)(=O)=O)cc2)c([N+](=O)[O-])c1,-3.3%,-1.9%,-13.9%
COc1ccccc1C(=O)NC1CC(C)(C)NC(C)(C)C1,-2.5%,-1.1%,x
CCOc1ccc(CCNC(=O)C2CCC(CNS(=O)(=O)c3ccc(Cl)cc3)CC2)cc1OCC (configuration not stated),x,-9.0%,-5.7%
Cc1ccc(C)c(S(=O)(=O)c2cn(C)c3cc(N4CCCCC4C)c(F)cc3c2=O)c1 (configuration not stated),x,4.4%,6.2%
O=C(Cc1nc(-c2cnccn2)no1)NNC(=O)Nc1ccccc1,-11.3%,1.8%,2.7%
CCn1c(SCc2ccccc2)nc2c(c1=O)SCC2,2.8%,-8.2%,4.8%
CN1CCC[C@H]1CCNC(=O)c1c(-c2ccsc2)sc2ccccc12,x,-3.4%,-0.1%

(continued)
Values run as follows: N370S GC mod, FEN1 inhibitor, TDP1 inh
CCCN(CCC)C(=O)C1CC(=O)OC12CCOC(C)(C)C2 (configuration not stated)
→ 1.2%, 31.7%, 3.5%
COc1ccc(C2/C=C\CN(S(=O)(=O)c3cccc4cccnc34)CC(=O)N2Cc2ccc(F)cc2)cc1 (configuration not stated)
→ -0.5%&-6.9%, 11.1%&-12.5%, 15.0%&6.2%
CCn1c(SCC(=O)Nc2ccc3c(c2)OCO3)nc2c(c1=O)SC(C)C2 (configuration not stated)
→ 16.5%, -6.9%, 2.2%
CCN(Cc1ccc2c(c1)OCCO2)C(=O)CN1C(=O)NC2(CCCCC2)C1=O
→ x, -4.9%, 1.0%
CCOC(=O)C1(O)CC(C)=NN1C(=O)c1cccc(Cl)c1 (configuration not stated)
→ 14.3%, 2.3%, 2.6%
COc1ccccc1-c1noc(-c2ccc(N3CCOCC3)c([N+](=O)[O-])c2)n1
→ x, -9.2%, 2.9%
O=C(CSc1nncs1)Nc1ccc2[nH]c(=O)[nH]c2c1
→ 0.5%, -0.8%, x
Nc1n[nH]c(CCCO)n1
→ -17.1%, 4.9%, 2.7%
Cc1cc2[nH]c(=O)c(=O)[nH]c2cc1S(=O)(=O)NCc1ccccc1
→ u, 16.2%, 1.0%
C=CCn1cc(C(=O)NCCCOCC)c(=O)c2cc(S(=O)(=O)N(CC)CC)ccc21
→ 19.3%, 6.6%, 2.9%

Next section
Values run as follows: N370S GC mod, FEN1 inhibitor, TDP1 inh
C[C@@]12C(=O)Nc3cc(F)ccc3C(=O)N1[C@H]1c3cc(Br)ccc3OC[C@@H]1[C@@H]2c1ccccc1
→ x, -4.9%, 0.8%
COc1ccc(CCNC(=O)CN2c3cccc4cccc(c34)S2(=O)=O)cc1
→ -1.5%, -8.3%, -1.7%[0.505 µM]
Oc1ccccc1-c1nc(NCC2CCCO2)c2ccccc2n1 (configuration not stated)
→ 28.3%, u, -3.3%
CCOC(=O)N1C(=O)C2(CCCCC2)N(c2ccccc2Cl)C1=S
→ 12.7%, -13.1%, 5.6%
COc1ccc(C(=O)NCc2ccccn2)cc1[N+](=O)[O-]
→ 0.6%, 2.3%, 0.0%
O=C(Cc1cccc(C(F)(F)F)c1)NCc1cccnc1
→ -14.5%, -6.8%, 1.9%
CC(C(=O)OCC(=O)NC1CCCCC1)N1C(=O)c2ccccc2C1=O (configuration not stated)
→ x, -12.1%, -0.7%
COc1ccc(S(=O)(=O)N2CCCOC2CNC(=O)C(=O)NCCc2ccco2)cc1OC (configuration not stated)
→ 0.3%, 5.5%, 3.0%
CN1/C(=C\C(=O)COC(=O)CN2C(=O)C3CC=CCC3C2=O)C(C)(C)c2ccccc21 (configuration not stated)
→ -2.2%, 4.8%, 2.1%
O=C1CNC(=O)/C1=C/c1ccccc1
→ 15.4%, 12.9%, 5.3%

(further entries)
Values run as follows: N370S GC mod, FEN1 inhibitor, TDP1 inh
COc1ccc(NS(=O)(=O)c2ccc3c(c2)NC(=O)CCS3)c(OC)c1
→ x, -1.8%, -4.2%
COCCCNC(=O)c1ccc(C2SCC(=O)N2Cc2ccco2)cc1 (configuration not stated)
→ -0.6%, 3.8%, 6.3%
O=C(Cc1ccc(Cl)cc1)Nc1ccc2oc(-c3ccccc3)nc2c1
→ x, 2.8%, 1.9%[2.28 µM]
CCC(C)NC(=O)c1cn(CC)c2ccc(S(=O)(=O)N3CCc4ccccc4C3)cc2c1=O (configuration not stated)
→ x, -17.3%, 2.3%
CCOC(=O)c1cc2c(C)n(-c3ccc(N(C)C)cc3)c(C)c2cc(C(=O)OCC)c1=O
→ -4.9%, 3.0%, 3.8%
COc1cc(CNC(C)c2ccccc2)cc(Cl)c1OCC(=O)Nc1ccccc1 (configuration not stated)
→ u, -26.3%, 2.6%
CCOCCCNC(=O)c1ccc(CS(=O)(=O)Cc2cccc(C)c2)o1
→ -4.0%, -10.8%, 2.1%
Cc1ccc(NC(=O)CSc2nnc(-c3ccccn3)n2C)cc1
→ 4.7%, -12.2%, -4.4%
COC(=O)c1c(-c2ccccc2)csc1NC(=O)C1CC=CCC1C(=O)O (configuration not stated)
→ -1.0%, 0.2%, x
N#Cc1ccccc1Cn1nnc2c(=O)[nH]c(C3CCCN(S(=O)(=O)c4ccc(F)cc4)C3)nc21 (configuration not stated)
→ x, 13.1%, 2.3%

(listing goes on)
Values run as follows: N370S GC mod, FEN1 inhibitor, TDP1 inh
CCNc1ccc(S(=O)(=O)N2CCCCC2)cn1
→ x, -4.0%, 0.4%
O=C(NCCCOc1cccc(CN2CCCCC2)c1)c1ccc(Cl)c(Cl)c1
→ -5.0%, -2.6%, -5.1%
OCC1(CCOc2ccccc2)CCN(Cc2cn[nH]c2-c2ccccc2)CC1
→ -7.0%, 2.1%, 0.0%
Cc1csc(NC(=O)CSc2nsc(SCC(=O)Nc3nc(C)cs3)c2C#N)n1
→ 4.7%, -5.5%, 6.0%
CN(c1ccccc1)c1ccc(/C=C/[N+](=O)[O-])cc1
→ 2.7%, -8.0%, 5.4%
CC1CCN(S(=O)(=O)c2ccc(C(=O)Nc3ncccc3O)cc2)CC1
→ -11.9%, 1.5%, -11.6%
CC12CCC(C(=O)Nc3ncc([N+](=O)[O-])s3)(OC1=O)C2(C)C (configuration not stated)
→ 8.0%, 4.8%, 2.9%
CCc1nnc(NC(=O)c2ccc(COc3ccc(C)cc3)o2)s1
→ 2.9%, 14.2%, 3.1%

4 entries from above, field by field:
CC1CCN(S(=O)(=O)c2ccc(C(=O)Nc3ncccc3O)cc2)CC1
  N370S GC mod = -11.9% | FEN1 inhibitor = 1.5% | TDP1 inh = -11.6%

O=C(NCC(c1ccco1)N1CCCCC1)c1cnc(Cl)c(Cl)c1 (configuration not stated)
  N370S GC mod = x | FEN1 inhibitor = 0.5% | TDP1 inh = -0.5%

O=C(NCc1ccc2c(c1)OCO2)C(=O)Nc1ccccc1
  N370S GC mod = -2.9% | FEN1 inhibitor = 9.0% | TDP1 inh = -1.2%

C[C@@]12C(=O)Nc3cc(F)ccc3C(=O)N1[C@H]1c3cc(Br)ccc3OC[C@@H]1[C@@H]2c1ccccc1
  N370S GC mod = x | FEN1 inhibitor = -4.9% | TDP1 inh = 0.8%

Gathered by group, those above containing a CF3 group.
Values run as follows: N370S GC mod, FEN1 inhibitor, TDP1 inh
N#Cc1ccc(NC(=O)c2sc3cc(C(F)(F)F)cnc3c2-c2cccs2)cc1
→ 19.8%, -17.9%, -0.7%
O=C(Cc1cccc(C(F)(F)F)c1)NCc1cccnc1
→ -14.5%, -6.8%, 1.9%
